NCOA3 inh: SRC3 coactivator transcriptional activity inhibitors, primary screen, cell-based, luminescence; Nuclear receptor coactivator 3 (Homo sapiens), Q9Y6Q9; HEK293 GAL4-SRC3 luciferase reporter; inhibition, % at 3.6 µM; 0.17% of 360,000 active; AID 588352, 2011;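 active = inhibition above a per-campaign cutoff, the mean of all compounds plus 3 SD, cut at about 60% in these data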;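 also: 0% = DMSO-treated cells and 100% = gossypol-treated cells at 36 µM; higher means less SRC3-driven luciferase light from the GAL4 reporter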
NOD2-RIPK2 inh: NOD2-RIPK2 binding disruptors in cells, primary screen, fluorescence, CHO cells, BLA complementation; inhibition, % at 4.98 µM; CCF4 ratio; 0.38% of 360,000 active; in the data active = inhibition above about 21%;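 also: 0% = vehicle only and 100% = reference blocker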
Target sequence (O43353 whole entry, looked up): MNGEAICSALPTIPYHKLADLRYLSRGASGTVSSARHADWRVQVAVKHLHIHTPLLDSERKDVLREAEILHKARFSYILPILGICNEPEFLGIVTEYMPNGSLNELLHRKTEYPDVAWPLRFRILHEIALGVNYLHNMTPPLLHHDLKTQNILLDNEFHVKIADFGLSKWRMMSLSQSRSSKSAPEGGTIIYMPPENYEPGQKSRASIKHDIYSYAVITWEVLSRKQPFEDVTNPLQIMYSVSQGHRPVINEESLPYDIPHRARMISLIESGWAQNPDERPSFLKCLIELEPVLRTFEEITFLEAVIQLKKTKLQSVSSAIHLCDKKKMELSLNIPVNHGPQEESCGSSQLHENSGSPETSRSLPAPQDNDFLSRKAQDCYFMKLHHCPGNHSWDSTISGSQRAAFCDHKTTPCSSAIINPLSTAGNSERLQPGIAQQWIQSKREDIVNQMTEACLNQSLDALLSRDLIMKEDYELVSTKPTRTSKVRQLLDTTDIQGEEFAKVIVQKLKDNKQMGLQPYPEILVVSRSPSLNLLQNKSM
ABHD5-PLIN5 inh: ABHD5-PLIN5 interaction inhibitors, primary screen, cell lysate, split luciferase complementation, luminescence | Split G. princeps luciferase complementation, 4 h | inhibition, % at 4 µM | 0.78% of 360,000 active;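 active = inhibition above the mean inhibition across every tested compound plus 3 SD, cut at about 22% in these data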;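 also: 0% = DMSO only wells and the 100% control is not disclosed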
SRC1 inh: SRC1 coactivator transcriptional activity inhibitors, primary screen, cell-based, luminescence; HEK293 GAL4-SRC1 luciferase reporter; Nuclear receptor coactivator 1 (Homo sapiens), Q15788; 0.12% of 360,000 active; inhibition, % at 3.6 µM;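 active = inhibition above the campaign mean plus 3 SD, with each screening campaign given its own cutoff, cut at about 60% in these data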;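 also: 0% = DMSO treated cells and 100% = gossypol at 36 µM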
NR5A2 inv ag: LRH-1 (NR5A2) inverse agonists, primary screen, cell-based, luminescence, HEK293T, StAR-luciferase reporter | Nuclear receptor subfamily 5 group A member 2 (Homo sapiens), O00482 | 0.13% of 360,000 active | inhibition, % at 3.6 µM | LRH-1 transfected, 24 h;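 active = inhibition above the mean inhibition of all tested compounds plus 3 SD, cut at about 73% in these data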;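 also: 0% = DMSO wells and 100% = reporter-only cells lacking LRH-1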
Target sequence (O00482 whole entry, looked up): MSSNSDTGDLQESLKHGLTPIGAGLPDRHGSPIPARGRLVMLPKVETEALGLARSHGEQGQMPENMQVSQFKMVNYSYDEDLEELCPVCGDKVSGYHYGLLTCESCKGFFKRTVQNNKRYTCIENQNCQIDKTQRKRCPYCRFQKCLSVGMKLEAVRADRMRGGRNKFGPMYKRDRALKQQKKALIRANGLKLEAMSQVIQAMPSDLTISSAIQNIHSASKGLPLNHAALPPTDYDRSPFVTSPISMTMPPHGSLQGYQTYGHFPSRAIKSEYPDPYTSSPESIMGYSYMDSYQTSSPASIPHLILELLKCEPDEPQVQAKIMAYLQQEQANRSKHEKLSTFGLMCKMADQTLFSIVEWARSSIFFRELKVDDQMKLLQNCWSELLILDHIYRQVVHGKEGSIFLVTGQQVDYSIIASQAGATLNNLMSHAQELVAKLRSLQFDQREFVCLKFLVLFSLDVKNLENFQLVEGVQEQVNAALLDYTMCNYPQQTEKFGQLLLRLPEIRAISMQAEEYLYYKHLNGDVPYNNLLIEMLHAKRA
COUP-TFII inh: NR2F2 transcriptional activity inhibitors, primary screen, cell-based, luciferase reporter, HEK293T, luminescence; inhibition, % at 8.6 µM; 0.7% of 370,000 active; COUP transcription factor 2 (Homo sapiens), P24468; HEK293T NGFI-A luciferase reporter; AID 686940, 2013;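 active = inhibition above a per-plate cutoff, mean inhibition of test wells between control levels plus 3 SD, cut at about 38% in these data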;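 also: cells cotransfected with COUP-TFII expression vector driving the NGFI-A reporter; 0% = median of COUP-TF2 test wells and 100% = reporter-only cells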
Granule exo inh: LAMP-1 surface exposure blockers, TALL-104 cells – cell-based, flow cytometry, MLPCN library, primary screen; TALL-104 LAMP-1 surface exposure; cells stimulated with thapsigargin and PMA; inhibition, % at 10 µM; 0.66% of 360,000 active;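 active = inhibition above about 55%, limit read from the data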
TLR9-MyD88 inh: inhibitors of TLR9-MyD88 association in cells, primary screen, cell-based, CHO, BLA complementation, fluorescence | Toll-like receptor 9 (Homo sapiens) + Myeloid differentiation primary response protein … | CCF4 FRET ratio | inhibition, % at 4.98 µM | 0.21% of 340,000 active | AID 504734, 2011;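 active = inhibition above the mean over all tested compounds plus 3 SD, cut at about 21% in these data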;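 also: 0% = DMSO only wells and 100% = clavulanate BLA inhibitor control wells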
TWEAK-Fn14 inh: inhibitors of TWEAK-Fn14 signaling, primary screen, luciferase reporter cells, uHTS; AID 1159606, 2016; inhibition, % at 10 µM; TWEAK-stimulated Fn14 reporter cells, luciferase luminescence, 8 h; 2% of 360,000 active; in the data active = inhibition above about 50%
NCOA2 inhibitor: inhibition of GAL4-SRC2 driven luciferase reporter, primary screen, SRC2 inhibitor project, cell-based, luminescence. Nuclear receptor coactivator 2 (Homo sapiens), Q15596. HEK293 GAL4-SRC2 luciferase reporter. inhibition, % at 9 µM. 0.17% of 370,000 active;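 active = inhibition above the mean inhibition of all tested compounds plus 3 SD, set per campaign, cut at about 52% in these data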;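 also: 0% = DMSO treated cells and 100% = cells given Gossypol at 36 µM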
TROY NFkB inh: inhibitors of TROY-driven NF-kB signaling, primary screen, Q293 LMP1-TROYcd cells, NF-kB luciferase, uHTS; Q293 LMP1-TROYcd NF-kB luciferase reporter, 4 h; inhibition, % at 10 µM; 0.98% of 360,000 active; AID 1347056, 2019;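 active = compounds whose plate-normalised and pattern-corrected inhibition of the luciferase reporter signal at the single screening dose is 50% or more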
* marks the source's active call; other numbers are inactive results.

CC(C)CC(=O)N1CCN(C(=O)c2ccc(-c3ccccc3)cc2)CC1 was read as NCOA3 inh 6, NOD2-RIPK2 inh 15, ABHD5-PLIN5 inh -2, SRC1 inh -7, NR5A2 inv ag -7, COUP-TFII inh 5, Granule exo inh -10, TLR9-MyD88 inh 2, TWEAK-Fn14 inh 14, NCOA2 inhibitor -20 and TROY NFkB inh 23.
COc1cccc2c(O)cc(=O)n(C)c12 was read as NCOA3 inh 14, NOD2-RIPK2 inh 7, ABHD5-PLIN5 inh -9, SRC1 inh 9, NR5A2 inv ag 5, COUP-TFII inh -17, Granule exo inh -3, TLR9-MyD88 inh -9, TWEAK-Fn14 inh 15, NCOA2 inhibitor 0 and TROY NFkB inh 10.
Screening CC(=O)c1cccc(N(C(=O)c2ccco2)C(C(=O)NC2CCCC2)c2ccccc2F)c1 (stereo not given) returned NCOA3 inh -24, NOD2-RIPK2 inh 2, ABHD5-PLIN5 inh 4, SRC1 inh -11, NR5A2 inv ag -3, COUP-TFII inh -7, Granule exo inh -7, TLR9-MyD88 inh -13, TWEAK-Fn14 inh 53*, NCOA2 inhibitor -19 and TROY NFkB inh -8.
`Cc1cc(C(F)(F)F)n2nc(-c3sccc3-n3cccc3)cc2n1` gave NCOA3 inh 4, NOD2-RIPK2 inh -1, ABHD5-PLIN5 inh -2, SRC1 inh 5, NR5A2 inv ag 2, COUP-TFII inh 0, Granule exo inh -4, TLR9-MyD88 inh 5, TWEAK-Fn14 inh -5, NCOA2 inhibitor 13 and TROY NFkB inh 6.
`O=C(COC(=O)c1ccccc1NCCO)Nc1ccc(S(=O)(=O)NC2=NCCCCC2)cc1` gave NCOA3 inh -3, NOD2-RIPK2 inh 6, ABHD5-PLIN5 inh 2, SRC1 inh -16, NR5A2 inv ag -9, COUP-TFII inh 5, Granule exo inh -1, TLR9-MyD88 inh -9, TWEAK-Fn14 inh 34, NCOA2 inhibitor 10 and TROY NFkB inh 24.
For Cn1cc(C(c2ccccn2)c2cn(C)c3ccccc23)c2ccccc21 the results were NCOA3 inh 8, NOD2-RIPK2 inh -5, ABHD5-PLIN5 inh -2, SRC1 inh -1, NR5A2 inv ag 0, COUP-TFII inh 4, Granule exo inh -3, TLR9-MyD88 inh -3, TWEAK-Fn14 inh 6, NCOA2 inhibitor 20 and TROY NFkB inh 10.
Screening O=C(CCc1nnc2n(Cc3ccc(Cl)cc3)c(=O)c3ccccc3n12)N1CCN(c2ccccn2)CC1 returned NCOA3 inh -16, NOD2-RIPK2 inh -9, ABHD5-PLIN5 inh -1, SRC1 inh 6, NR5A2 inv ag 3, Granule exo inh 10, TLR9-MyD88 inh 3, TWEAK-Fn14 inh 12 and TROY NFkB inh 16.
Screening Cc1cccc(-c2nc3c(c(SCC(=O)N(C)C)n2)CCCC3)c1 returned NCOA3 inh 12, NOD2-RIPK2 inh 18, ABHD5-PLIN5 inh 10, SRC1 inh 14, NR5A2 inv ag 0, COUP-TFII inh 4, Granule exo inh -2, TLR9-MyD88 inh 2, TWEAK-Fn14 inh 28, NCOA2 inhibitor 23 and TROY NFkB inh 11.
`O=C(Nc1nc2ccccc2s1)NC1CCCCC1` gave NCOA3 inh -73, NOD2-RIPK2 inh 2, ABHD5-PLIN5 inh -4, SRC1 inh -69, NR5A2 inv ag -123, COUP-TFII inh -64, Granule exo inh 1, TLR9-MyD88 inh 6, TWEAK-Fn14 inh 9, NCOA2 inhibitor -42 and TROY NFkB inh -14.
Screening O=C1C(NS(=O)(=O)c2cccs2)=C(N2CCN(c3cccc(Cl)c3)CC2)C(=O)c2ccccc21 returned NCOA3 inh 3, NOD2-RIPK2 inh 10, ABHD5-PLIN5 inh -15, SRC1 inh -21, NR5A2 inv ag 8, COUP-TFII inh 10, Granule exo inh 7, TLR9-MyD88 inh -8, TWEAK-Fn14 inh -6, NCOA2 inhibitor 10 and TROY NFkB inh 0.
CCOC(=O)c1c(NC(=O)CSc2nnc(-c3c[nH]c4ccccc34)n2CCOC)sc2c1CCCCC2 was read as NCOA3 inh -57, NOD2-RIPK2 inh -10, ABHD5-PLIN5 inh -2, SRC1 inh -51, NR5A2 inv ag -54, COUP-TFII inh -10, Granule exo inh 35, TLR9-MyD88 inh 1, TWEAK-Fn14 inh 53*, NCOA2 inhibitor -7 and TROY NFkB inh 3.
CC(=O)c1ccc(OCC(O)CN2CCN(c3ccccn3)CC2)cc1 (stereo not given) was read as NCOA3 inh 17, NOD2-RIPK2 inh 6, ABHD5-PLIN5 inh 0, SRC1 inh 6, NR5A2 inv ag 0, COUP-TFII inh 6, Granule exo inh -1, TWEAK-Fn14 inh -2, NCOA2 inhibitor -9 and TROY NFkB inh -17.
S=c1[nH]nc(Nc2cccc(Cl)c2)s1 was read as NCOA3 inh -10, NOD2-RIPK2 inh -1, ABHD5-PLIN5 inh 0, SRC1 inh -3, NR5A2 inv ag -26, COUP-TFII inh -20, Granule exo inh 0, TLR9-MyD88 inh 5, TWEAK-Fn14 inh 1, NCOA2 inhibitor 7 and TROY NFkB inh -34.
Screening CCN(CC)CC(=O)N1c2ccccc2CCc2ccc(NC(=O)c3cc(OC)c(OC)c(OC)c3)cc21 returned NCOA3 inh -12, NOD2-RIPK2 inh -1, ABHD5-PLIN5 inh 5, SRC1 inh -3, NR5A2 inv ag -30, COUP-TFII inh -34, Granule exo inh 12, TLR9-MyD88 inh -8, TWEAK-Fn14 inh -33, NCOA2 inhibitor -31 and TROY NFkB inh -8.
For COc1ccccc1NC(=O)Nc1nc(C(N)C2CCCCC2)cs1 (stereo not given) the results were NCOA3 inh -5, NOD2-RIPK2 inh 8, ABHD5-PLIN5 inh 3, SRC1 inh 8, NR5A2 inv ag -5, COUP-TFII inh 2, Granule exo inh -3, TWEAK-Fn14 inh -7, NCOA2 inhibitor -7 and TROY NFkB inh 4.
Screening CS(=O)(=O)c1ncc(CO)n1Cc1ccccc1 returned NCOA3 inh 0, NOD2-RIPK2 inh -3, ABHD5-PLIN5 inh -1, SRC1 inh -1, NR5A2 inv ag 15, COUP-TFII inh 9, Granule exo inh -2, TLR9-MyD88 inh -7, TWEAK-Fn14 inh -2, NCOA2 inhibitor 12 and TROY NFkB inh -1.
`CCN(CC)S(=O)(=O)c1cccc(NC(=O)COc2ccc(C#N)cc2OC)c1` gave NCOA3 inh 19, NOD2-RIPK2 inh 6, ABHD5-PLIN5 inh -5, SRC1 inh 5, NR5A2 inv ag 8, COUP-TFII inh 16, Granule exo inh -2, TLR9-MyD88 inh -3, TWEAK-Fn14 inh -6, NCOA2 inhibitor -14 and TROY NFkB inh 20.
`COc1cc(C(c2sc3nc(C)nn3c2O)N2CCN(c3ccccc3)CC2)cc(OC)c1OC` (stereo not given) gave NCOA3 inh 3, NOD2-RIPK2 inh -3, ABHD5-PLIN5 inh -2, SRC1 inh -7, NR5A2 inv ag -8, COUP-TFII inh 3, Granule exo inh 0, TLR9-MyD88 inh -18, TWEAK-Fn14 inh 10, NCOA2 inhibitor -6 and TROY NFkB inh 2.
For O=C(NCC1CCCO1)c1ccc(S(=O)(=O)Nc2ccc(F)cc2)cc1 (stereo not given) the results were NCOA3 inh -2, NOD2-RIPK2 inh -12, ABHD5-PLIN5 inh -3, SRC1 inh 4, NR5A2 inv ag 5, COUP-TFII inh -8, Granule exo inh -2, TLR9-MyD88 inh -14, TWEAK-Fn14 inh 10, NCOA2 inhibitor 31 and TROY NFkB inh 2.
N#C/C(=C/c1ccc(-c2ccc(S(N)(=O)=O)cc2)o1)C(=O)Nc1ccccc1 was read as NCOA3 inh -7, NOD2-RIPK2 inh 17, ABHD5-PLIN5 inh 3, SRC1 inh 5, NR5A2 inv ag -12, COUP-TFII inh -7, Granule exo inh 3, TLR9-MyD88 inh 14, TWEAK-Fn14 inh -17, NCOA2 inhibitor 3 and TROY NFkB inh -5.

Pulled by structure from above:
CCOC(=O)c1c(NC(=O)CSc2nnc(-c3c[nH]c4ccccc34)n2CCOC)sc2c1CCCCC2 was read as NCOA3 inh -57, NOD2-RIPK2 inh -10, ABHD5-PLIN5 inh -2, SRC1 inh -51, NR5A2 inv ag -54, COUP-TFII inh -10, Granule exo inh 35, TLR9-MyD88 inh 1, TWEAK-Fn14 inh 53*, NCOA2 inhibitor -7 and TROY NFkB inh 3.
Screening CS(=O)(=O)c1ncc(CO)n1Cc1ccccc1 returned NCOA3 inh 0, NOD2-RIPK2 inh -3, ABHD5-PLIN5 inh -1, SRC1 inh -1, NR5A2 inv ag 15, COUP-TFII inh 9, Granule exo inh -2, TLR9-MyD88 inh -7, TWEAK-Fn14 inh -2, NCOA2 inhibitor 12 and TROY NFkB inh -1.

Next section:
Screening CCOc1ccc(-n2cc(C(=O)Nc3cccc(C)n3)c3cc(OC)c(OC)cc3c2=O)cc1 returned NCOA3 inh 19, NOD2-RIPK2 inh 6, ABHD5-PLIN5 inh 5, SRC1 inh 4, NR5A2 inv ag 1, COUP-TFII inh 5, Granule exo inh -2, TLR9-MyD88 inh -5, TWEAK-Fn14 inh 18, NCOA2 inhibitor 7 and TROY NFkB inh -11.
COc1ccc(S(=O)(=O)N2CCN(c3cc(-c4ccccc4)nc4ncnn34)CC2)cc1 was read as NCOA3 inh 1, NOD2-RIPK2 inh -7, ABHD5-PLIN5 inh 6, SRC1 inh 17, NR5A2 inv ag 13, COUP-TFII inh 5, Granule exo inh 3, TLR9-MyD88 inh -4, TWEAK-Fn14 inh 25, NCOA2 inhibitor -10 and TROY NFkB inh 17.
For CCCc1nnc(NC(=O)c2c(O)c3c([nH]c2=O)CCCC3)s1 the results were NCOA3 inh 4, NOD2-RIPK2 inh -1, ABHD5-PLIN5 inh -2, SRC1 inh -19, NR5A2 inv ag 4, COUP-TFII inh 12, Granule exo inh 0, TLR9-MyD88 inh 2, TWEAK-Fn14 inh -8, NCOA2 inhibitor 8 and TROY NFkB inh -23.
Screening CCCNC(=O)Cc1c(C)n(C(=O)c2ccc(Cl)cc2)c2ccc(OC)cc12 returned NCOA3 inh 10, NOD2-RIPK2 inh 7, ABHD5-PLIN5 inh 5, SRC1 inh -4, NR5A2 inv ag -7, COUP-TFII inh 22, Granule exo inh 6, TLR9-MyD88 inh 4, TWEAK-Fn14 inh 15, NCOA2 inhibitor -19 and TROY NFkB inh 0.

Assay outcomes (PubChem BioAssay)

Not all compounds are listed; rates above refer to the full screens.
